Fluorescein fluor = qHTS Assay for Spectroscopic Profiling in Fluorescein Spectral Region; max fluorescein-equivalent concentration, M; actives 0.91% (n = 59,000); AID 593, 2007; Compound autofluorescence, 480/540 nm, fluorescein-equivalent; stronger effect = higher value; in the data active = max fluorescein-equivalent concentration above about 10 nM; inconclusive = between about 1.1 nM and that limit
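Tris 100 mM pH 8.0; 15 min RT; CCD read, ex 480/em 540 nm. Output: fluorescein-equivalent concentration per compound concentration, from six-point dye series on each plate.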
USP2a inhib = qHTS Assay for Inhibitors of Ubiquitin-specific Protease USP2a; Ubiquitin carboxyl-terminal hydrolase 2 (Homo sapiens), O75604; USP2a enzymatic assay, qHTS inhibition; Potency, µM (titrated, usually from 38.3 µM), inactives show at the highest dose activity change, negative = inhibition, actives largely listed as inhibitors; actives 0.1% (n = 60,000); AID 927, 2007;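 also: potency is read from the fitted curve at half-maximal effect; nearly all actives have a fitted effect of over 60% in size; plate controls were DMSO for no effect and NEM full inhibition control for full effect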
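Coupled readout: USP2-cleaved Ub-PLA2 (20nM final) turns over NBD C6-HPC (20uM final), Ex 460nm/Em 535nm after 2.5 h, time-zero read flagging artifacts. Enzyme (20nM final, pH 8.0 Tris) given 30 min RT with compound first; NEM defines full inhibition.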
HADH2 inhib = qHTS Assay for Inhibitors of HADH2 (Hydroxyacyl-Coenzyme A Dehydrogenase, Type II). recombinant HADH2, NADH fluorescence, beta-hydroxybutyryl-CoA. 3-hydroxyacyl-CoA dehydrogenase type-2 (Homo sapiens), Q99714. actives 3.4% (n = 73,000). Potency, µM (top dose mostly 57.1 µM), for inactives: at the top dose activity change, negative = inhibition, usual class: inhibitors; also: potency is read from the fitted curve at half-maximal effect; % is scaled to controls: 0 for no effect and ±100 for the full control effect; nearly all actives have a fitted effect of over 60% in size; many of its hits are not listed in these tables
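20 nM HADH2 + cpd, 15 min RT; add 1 mM NAD+/90 uM beta-hydroxybutyryl-CoA; kinetic fluorescence 360/450 nm, 4 min. Tris-HCl pH 9.0, 0.01% Tween-20.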
Luciferase inh = qHTS Assay for Inhibitors of Firefly Luciferase. Potency, µM (titrated, usually from 57.1 µM), without a hit: top-dose activity change, negative = inhibition, actives largely listed as inhibitors. Luciferin 4-monooxygenase (Photinus pyralis), P08659. actives 2.2% (n = 72,000). purified firefly luciferase, luminescence, 8 min. AID 411, 2009; also: potency is read from the fitted curve at half-maximal effect; % is scaled to controls: 0 for no effect and ±100 for the full control effect; nearly all actives have a fitted effect of over 40% in size
Target sequence (P08659 whole entry, looked up): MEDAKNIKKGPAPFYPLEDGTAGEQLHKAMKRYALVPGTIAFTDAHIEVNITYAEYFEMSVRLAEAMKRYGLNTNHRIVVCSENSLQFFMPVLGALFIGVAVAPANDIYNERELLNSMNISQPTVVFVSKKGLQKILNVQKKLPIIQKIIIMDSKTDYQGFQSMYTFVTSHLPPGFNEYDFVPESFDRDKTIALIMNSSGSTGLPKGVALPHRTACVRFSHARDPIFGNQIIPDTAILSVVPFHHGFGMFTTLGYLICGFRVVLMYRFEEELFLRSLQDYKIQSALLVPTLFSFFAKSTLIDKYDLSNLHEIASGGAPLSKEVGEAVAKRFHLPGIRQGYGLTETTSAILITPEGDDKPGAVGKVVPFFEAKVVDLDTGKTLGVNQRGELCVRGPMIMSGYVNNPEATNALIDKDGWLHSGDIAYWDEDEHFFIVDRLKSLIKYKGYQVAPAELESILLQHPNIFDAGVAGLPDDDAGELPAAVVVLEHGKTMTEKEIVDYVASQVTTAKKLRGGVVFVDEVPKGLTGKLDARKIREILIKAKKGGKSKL
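qHTS concentration-response profiling: light output of P. pyralis luciferase with luciferin and 10 uM ATP, imidazole buffer pH 7.2. Read by luminescence after 8-min room-temperature incubation.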
HEK293 cAMP ctrl = qHTS Assay for Agonists of the Thyroid Stimulating Hormone Receptor: Activators of Intracellular cAMP Concentrations in Parental HEK 293; parental HEK293 CNG cAMP sensor, membrane potential fluorescence; Potency, µM (series often up to 57.1 µM), for inactives: top-dose activation, most hits filed as activators; actives 2.5% (n = 73,000); also: potency is read from the fitted curve at half-maximal effect; % of control where 0% means no effect; nearly all actives have a fitted effect of over 55% in size
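Parental HEK 293 cells stably expressing a cAMP-gated CNG channel were loaded with membrane potential dye containing 100 uM RO 20-1724 for 60 min. Compound added for 30 min; depolarization read as fluorescence intensity at 590 nm.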
Tau fil binding = qHTS Assay for Tau Filament Binding; Microtubule-associated protein tau (Homo sapiens), P10636; recombinant tau filaments, thioflavin S fluorescence, 15 h; filaments grown with octadecylsulfate alongside compound; Potency, µM (series often up to 57.1 µM), inactives show at the highest dose activity change, negative = inhibition; actives 2% (n = 71,000);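 also: potency is read from the fitted curve at half-maximal effect; % is scaled to controls: 0 for no effect and ±100 for the full control effect; actives lower thioflavin S fluorescence by blocking filaments or displacing dye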
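Tau 2 uM in ThS buffer dispensed; compound added; 60 uM ODS added (finals 1 uM tau, 30 uM ODS); 15 h 37 C; fluor ex450/em510.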
Rhodamine fluor = qHTS Assay for Spectroscopic Profiling in Rhodamine Spectral Region; max dye-equivalent concentration, M; Rhodamine-region fluorescence, 547/598 nm, Tris buffer; stronger effect = higher value; actives 0.05% (n = 59,000); in the data active = max dye-equivalent concentration above about 11 nM; inconclusive = between about 1.1 nM and that limit
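Compound fluorescence in 100 mM Tris, pH 8.0, read after 15 min at room temperature with 547 nm excitation and 598 nm emission. Output is dye-equivalent concentration from an on-plate rhodamine standard series.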
Casp1 inh = qHTS Assay for Allosteric/Competitive Inhibitors of Caspase-1; Potency, µM (top dose mostly 57.5 µM), for inactives: top-dose activity change, negative = inhibition, usual class: inhibitors; actives 0.03% (n = 75,000); Caspase-1 enzyme, Ac-WEHD-AFC fluorogenic rate;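 also: potency is read from the fitted curve at half-maximal effect; plate controls were vehicle for no effect and no substrate for full effect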
Caspase-7 inhib = qHTS Assay for Allosteric/Competitive Inhibitors of Caspase-7. P55210. recombinant caspase-7, Ac-DEVD-AFC fluorescence rate. Potency, µM (titrated, usually from 57.5 µM), inactives show top-dose activity change, negative = inhibition, actives largely listed as inhibitors. actives 0.02% (n = 75,000). AID 889, 2007; active = well fitted inhibition curve with a large enough effect in the main read-out, with a control signal flat, not every such curve was filed as active; inconclusive = small, poorly fitted or top-dose-only effect, or a change in a side signal; also: potency is read from the fitted curve at half-maximal effect; % of control where 0% means no effect
Target sequence (P55210 24-198 limits assumed): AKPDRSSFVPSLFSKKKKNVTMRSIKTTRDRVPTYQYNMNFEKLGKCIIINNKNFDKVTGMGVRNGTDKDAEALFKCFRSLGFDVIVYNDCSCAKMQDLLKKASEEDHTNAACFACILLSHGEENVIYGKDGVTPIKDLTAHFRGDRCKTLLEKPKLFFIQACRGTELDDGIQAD
Target sequence (P55210 207-303 limits assumed): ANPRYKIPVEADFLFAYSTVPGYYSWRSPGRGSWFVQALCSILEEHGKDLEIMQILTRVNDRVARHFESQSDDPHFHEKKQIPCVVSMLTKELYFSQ
TexasRed autofl = qHTS Assay for Spectroscopic Profiling in Texas Red Spectral Region; Compound fluorescence, Texas Red channel, 547/618 nm; stronger effect = higher value; max dye-equivalent concentration, M; actives 0.06% (n = 59,000); AID 587, 2007; in the data active = max dye-equivalent concentration above about 10 nM; inconclusive = between about 1.1 nM and that limit
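Compound fluorescence was read after 15 min at room temperature in 100 mM Tris, pH 8.0, using 547 nm excitation and 618 nm emission across a concentration series. It was expressed as Texas Red dye-equivalent concentration from an on-plate standard curve.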
ERK AVP block = qHTS Assay for Inhibitors of the ERK Signaling Pathway using a Homogeneous Screening Assay; HEK293-V1b, vasopressin-stimulated pERK AlphaScreen; Potency, µM (highest dose often 57.5 µM), for the others: at the highest dose activity, negative = inhibition, usual class: inhibitors; actives 0.99% (n = 72,000); AID 995, 2007; also: potency is read from the fitted curve at half-maximal effect; % is scaled to controls: 0 for no effect and ±100 for the full control effect; nearly all actives have a fitted effect of over 55% in size
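qHTS, compounds titrated on V1b-expressing HEK293 cells. Preincubation 30 min at 37C, vasopressin 25 nM for 5 min, lysis 10 min, bead incubation 5 hr at room temperature.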
* = called active by the depositor; i = inactive; ? = inconclusive; nt = not tested or not shown; [ ] = dose if it differs, or a comment. Unless noted, calls follow the shape of the dose curve; as a rule, active = well fitted curve in the direction sought with a large enough effect; inconclusive = small, poorly fitted or top-dose-only effect, or another doubt; inactive = no such curve, though single readings can be large; an effect the other way counts as inactive or inconclusive.

SMILES	Fluorescein fluor	USP2a inhib	HADH2 inhib	Luciferase inh	HEK293 cAMP ctrl	Tau fil binding	Rhodamine fluor	Casp1 inh	Caspase-7 inhib	TexasRed autofl	ERK AVP block
CCOC(=O)c1csc(NC(=O)c2cc(OC)c(OC)c(OC)c2)n1	nt	13%	-13%	1%	?	35%	nt	-4%	0%	nt	-24%
O=c1cc(O)nc(SCc2ccccc2)[nH]1	?	-14%	-18%	0%	?	-5%	i	-1%	1%	i	-31%
Cc1ccc(NC2c3ncccc3C(=O)N2C2CCCCC2)cc1C (configuration not stated)	?	23%	5%	-2%	0%	?	i	-1%	-1%	i	-16%
COC(=O)c1ccc2c(=O)n(CCCN3CCCC3=O)c(=S)[nH]c2c1	i	0%	-9%	4%	0%	-8%	i	2%	-1%	i	-12%
COCCNC(=O)CSc1nc(-c2ccc(OC)c(OC)c2)cc(C(F)(F)F)n1	?	31%[activator]	-13%	4%	6%	-9%	i	-4%	1%	i	?
CC1=C(C#N)C(C(F)(F)F)(C(F)(F)F)N=C(c2ccco2)N1	i	4%	3%	2%	-4%	5%	i	1%	0%	i	-30%
CCCCC(SCC(=O)Nc1ccccc1)C(=O)O (configuration not stated)	i	-1%	-7%	2%	8%	-10%	i	4%	0%	i	-6%
COc1cc(S(=O)(=O)N(Cc2cccnc2)Cc2ccco2)ccc1-n1cnnn1	?	nt	-9%	3%	5%	0%	i	-2%	0%	i	-18%
CCN(CCCNC(=O)CCCCn1c(=O)[nH]c2ccccc2c1=O)c1ccccc1	i	16%	-7%	0%	-7%	-7%	i	1%	0%	i	2%
COc1ccccc1-n1c(CNC(=O)c2ccco2)nnc1SCC(=O)Nc1ccc(F)cc1	i	9%	-9%	4%	2%	4%	i	0%	-1%	i	2%
Cc1cccc(N2CCN(C(=O)Cn3nc(Cc4ccncc4)c4ccccc4c3=O)CC2)c1C	nt	nt	4%	1%	0%	90%	nt	-1%	-2%	nt	10%
Cc1nnc(Oc2ccccc2)c2ccccc12	i	7%	6%	-3%	-4%	6%	i	-6%	-4%	i	-6%
c1ccc(Cn2nnnc2C(c2ccncc2)N2CCOCC2)cc1 (configuration not stated)	i	-2%	10%	2%	9%	-4%	i	2%	2%	i	37%[activator]
O=C(Cc1ccccc1)N(c1ccc(F)cc1)C1C=CS(=O)(=O)C1 (configuration not stated)	i	4%	17%	-4%	10%	2%	i	-1%	1%	?	-8%
O=C(O)CC(NC(=O)OCc1ccccc1)c1ccccc1 (configuration not stated)	nt	-8%	5%	3%	12%	8%	nt	2%	0%	nt	-16%
O=C(Oc1ccccc1)N1CCC2(CC1)CN(c1ccccc1)C2	i	13%	-16%	1%[11.4 µM]	?	-14%	i	-3%	-2%	i	?
CCC1Oc2ccccc2N(CC(=O)NCCCN2CCC(C)CC2)C1=O (configuration not stated)	i	6%	25%	3%	12%	-19%	i	-1%	0%	i	17%
O=C(CN(Cc1ccccc1)C(=O)c1ccc2c(c1)OCCO2)NCc1ccc2c(c1)OCO2	i	135%[activator]	-6%	4%	13%	1%	i	-1%	-1%	i	-7%
CCOC(=O)N1CCC(NC(=O)CCC(=O)N2CC(C)Oc3ccccc32)CC1 (configuration not stated)	i	13%	1%	-2%	4%	6%	i	0%	-1%	i	-7%
O=C(CCCCCn1c(=O)[nH]c2ccccc2c1=O)N1CCN(Cc2ccc3c(c2)OCO3)CC1	?	28%	5%	0%	-2%	7%	i	0%	-4%	i	-9%

Full records, quoted from the list:
COc1ccccc1-n1c(CNC(=O)c2ccco2)nnc1SCC(=O)Nc1ccc(F)cc1 as listed: Fluorescein fluor = i; USP2a inhib = 9%; HADH2 inhib = -9%; Luciferase inh = 4%; HEK293 cAMP ctrl = 2%; Tau fil binding = 4%; Rhodamine fluor = i; Casp1 inh = 0%; Caspase-7 inhib = -1%; TexasRed autofl = i; ERK AVP block = 2%
CCOC(=O)N1CCC(NC(=O)CCC(=O)N2CC(C)Oc3ccccc32)CC1 (configuration not stated) as listed: Fluorescein fluor = i; USP2a inhib = 13%; HADH2 inhib = 1%; Luciferase inh = -2%; HEK293 cAMP ctrl = 4%; Tau fil binding = 6%; Rhodamine fluor = i; Casp1 inh = 0%; Caspase-7 inhib = -1%; TexasRed autofl = i; ERK AVP block = -7%

More records follow.
SMILES	Fluorescein fluor	USP2a inhib	HADH2 inhib	Luciferase inh	HEK293 cAMP ctrl	Tau fil binding	Rhodamine fluor	Casp1 inh	Caspase-7 inhib	TexasRed autofl	ERK AVP block
CN(C)CCCN1c2ccccc2Sc2ccc3ccccc3c21	?	nt	-2%[11.4 µM]	4%[11.4 µM]	1%[11.4 µM]	2.5µM*	i	0%[11.5 µM]	-4%[11.5 µM]	i	-3%[11.5 µM]
O=C(Nc1cccc(-c2cnc3ccccc3n2)c1)c1ccco1	i	23%	-7%	-10%	4%	32µM*	i	-3%	0%	i	?
COc1ccccc1C(=O)Nn1c(C2CCC2)nc2ccccc2c1=O	i	24%	-4%	2%	?	-8%	i	-1%	3%	i	-4%
COCc1nnc(NS(=O)(=O)c2ccccc2)s1	i	-1%	-24%	1%	5%	-17%	i	-1%	0%	i	-4%
COC(=O)C1CC1C(NC(=O)[C@H]1CCCCN1)c1ccccc1 (some centres not stated)	nt	nt	0%	nt	?	-4%	nt	0%	2%	nt	13%
Cc1cc2ncn(S(=O)(=O)c3ccc(S(=O)(=O)N4CCOCC4)cc3)c2cc1C	i	nt	2%	1%	6%	-3%	i	-2%	4%	?	-8%
O=C(Nc1ccc2c(c1)OCO2)OCc1ccccc1	i	2%	-1%	13µM*	?	-5%	i	-2%	2%	i	-17%
O=C(c1ccccc1CCc1ccccc1)N1CCN(c2ccccn2)CC1	i	9%	5%	-1%	16µM*	7%	i	-2%	-2%	?	-34%
CCOc1cc(C(=O)NCc2ccncc2)cc(OCC)c1OCC	i	-8%	4%	0%	2%	-6%	i	0%	0%	i	5%
C=C(C)COc1ccc(-c2[nH]ncc2Oc2ccccc2OCC)c(O)c1	i	?	?	-2%	-4%	0%	i	-6%	-7%	i	-3%
CCN(CC(=O)Nc1ccccc1C(=O)OC)S(=O)(=O)c1ccccc1	i	-1%	6%	3%	3%	-3%	i	-2%	0%	i	-19%
CC(=O)Nc1ccc(S(=O)(=O)N2CCN(C(=O)Cc3ccccc3)CC2)cc1	i	-6%	7%	1%	-4%	0%	i	0%	-1%	i	-2%
CC1=C(C(=O)N(C)Cc2ccccc2)C2(CCC(C)CC2)OC1=O (configuration not stated)	nt	nt	6%	2%	6.3µM*	-19%	nt	-2%	-2%	nt	40%
Cc1ccc(-n2ncc3c2ncn2c(C)nnc32)cc1C	i	14%	?	-8%	13%	24%	i	-2%	0%	?	-14%
CCC(=O)NCCc1cc2ccc(C)cc2[nH]c1=O	nt	nt	?	-3%	?	2%	nt	0%	-2%	nt	nt
Cc1ccc(S(=O)(=O)Cc2ccc(C(=O)NCc3ccc4c(c3)OCO4)o2)cc1	i	32%[activator]	-1%	0%	16%	4%	i	-1%	-7%	i	-19%
O=S(=O)(NCc1cccnc1)c1ccc(Cl)c(Cl)c1Cl	i	3%	2%	0%	27%	-6%	i	1%	-2%	?	-4%
Cc1nc(SCC(=O)NCc2ccccc2)c2c(=O)n(C)c(=O)n(C)c2n1	nt	nt	-10%	3%	69%	-14%	nt	-12%	-2%	nt	nt
CCCn1c(SCC(=O)Nc2nnc(CC)s2)nc2c1c(=O)n(C)c(=O)n2C	?	8%	-10%	0%	8%	18%	i	2%	-1%	i	25%

Retrieved by structure from the list above (2):
SMILES	Fluorescein fluor	USP2a inhib	HADH2 inhib	Luciferase inh	HEK293 cAMP ctrl	Tau fil binding	Rhodamine fluor	Casp1 inh	Caspase-7 inhib	TexasRed autofl	ERK AVP block
O=C(c1ccccc1CCc1ccccc1)N1CCN(c2ccccn2)CC1	i	9%	5%	-1%	16µM*	7%	i	-2%	-2%	?	-34%
CCCn1c(SCC(=O)Nc2nnc(CC)s2)nc2c1c(=O)n(C)c(=O)n2C	?	8%	-10%	0%	8%	18%	i	2%	-1%	i	25%

High-throughput results (PubChem BioAssay)

The list is partial; rates above refer to the full screens.
